Pf apPOL block: Pf-apPOL DNA polymerase inhibition. Recombinant Pf-apPOL, molecular beacon fluorescence, 1.5 h. inhibition, % at 10 µM. 0.25% of 210,000 active. AID 1794808
mHTT CaM bind: inhibitors of human mutant huntingtin-calmodulin interaction; AlphaScreen His-mHTT/GST-CaM binding, luminescence; P42858; 3.6% of 190,000 active; AID 1671202; inhibition, % at 15 µM;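 note: 0% = both proteins with DMSO and 100% = one protein alone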
* hit, by the source's call; . = no result given; & = joins results of further samples. Cut-off read from the data, not from the text of the source: active = inhibition above about 50%; inactive = the rest.

Preview, 21 compounds:
The line under a structure holds: Pf apPOL block, mHTT CaM bind
CN(C)CCCNC(=O)C1CCN(c2nc3ccc(-c4cccc(F)c4)nc3s2)CC1
    -12, 28
CCN(CC)S(=O)(=O)c1ccc(Oc2ccc([N+](=O)[O-])cc2)cc1
    -4, -4
N#C/C(=C\c1ccc(Br)o1)c1nc(-c2ccc(Cl)cc2)cs1
    -6, 37
O=S(=O)(c1ccc(F)cc1)N1CCc2ccccc2C1
    -5, -8
Cc1c(O)ccc2c3c(c(=O)oc12)CCCC3
    -4, 1
CC(C)n1c(=O)c(NCc2cccc(C(F)(F)F)c2)nc2ccncc21
    -8, -6
Cn1c(=O)c2cc(C(=O)NCC3CCCO3)n(Cc3ccco3)c2n(C)c1=O (stereo not drawn)
    -2, -13
CC1CC(=O)N(c2ccc(NCc3cccnc3)c([N+](=O)[O-])c2)C1=O (stereo not drawn)
    -22, 6
Cn1cc(CCC(=O)NCCc2ccccc2)c2ccccc21
    -16, 8
COc1ccc(CCN2C(=O)CCC2(C)C(=O)NCc2ccc(C)cc2)cc1OC (stereo not drawn)
    1, 0
OCCN1CCN(CC(O)COCC23CC4CC(CC(C4)C2)C3)CC1 (stereo not drawn)
    -1, 3
c1ccc(N2CCN(c3ncnc4c3nc3n4CCCCC3)CC2)cc1
    -1, 11
Cc1nc2n[nH]c(Cl)c2c(C)c1Cl
    ., -2
Cc1cccc(O)c1N=Cc1cc(Cl)cc(Br)c1O
    2, 7
CCOC(=O)N1CCC(NS(=O)(=O)c2ccc(C)cc2)CC1
    2, .
COC(=O)c1ccc(NC(=O)CSc2ccc(NC(=O)c3ccccc3F)nn2)cc1
    5, -4
CC(CNC(=O)c1csc2c1CCCCC2)c1ccccc1 (stereo not drawn)
    1, -11
CCC(=O)N1CCN(c2nc3c(s2)CC(C(=O)Nc2ccc(F)cc2)CC3)CC1 (stereo not drawn)
    -1, 12
O=S(=O)(c1ccc2c(c1)CCCC2)N1CCCn2nc(-c3ccncc3)cc2C1
    -3, 22
O=C(c1ccc(-c2ccc(N3CCCCC3)nc2)cc1)N1CCOCC1
    -5, -1
CC(=O)N1CCc2sc(S(=O)(=O)NCc3ccc(F)cc3)cc2C1
    0, -5

All compounds of this part, repeating the preview:
The line under a structure holds: Pf apPOL block, mHTT CaM bind
CN(C)CCCNC(=O)C1CCN(c2nc3ccc(-c4cccc(F)c4)nc3s2)CC1
    -12, 28
CCN(CC)S(=O)(=O)c1ccc(Oc2ccc([N+](=O)[O-])cc2)cc1
    -4, -4
N#C/C(=C\c1ccc(Br)o1)c1nc(-c2ccc(Cl)cc2)cs1
    -6, 37
O=S(=O)(c1ccc(F)cc1)N1CCc2ccccc2C1
    -5, -8
Cc1c(O)ccc2c3c(c(=O)oc12)CCCC3
    -4, 1
CC(C)n1c(=O)c(NCc2cccc(C(F)(F)F)c2)nc2ccncc21
    -8, -6
Cn1c(=O)c2cc(C(=O)NCC3CCCO3)n(Cc3ccco3)c2n(C)c1=O (stereo not drawn)
    -2, -13
CC1CC(=O)N(c2ccc(NCc3cccnc3)c([N+](=O)[O-])c2)C1=O (stereo not drawn)
    -22, 6
Cn1cc(CCC(=O)NCCc2ccccc2)c2ccccc21
    -16, 8
COc1ccc(CCN2C(=O)CCC2(C)C(=O)NCc2ccc(C)cc2)cc1OC (stereo not drawn)
    1, 0

Continuation:
The line under a structure holds: Pf apPOL block, mHTT CaM bind
OCCN1CCN(CC(O)COCC23CC4CC(CC(C4)C2)C3)CC1 (stereo not drawn)
    -1, 3
c1ccc(N2CCN(c3ncnc4c3nc3n4CCCCC3)CC2)cc1
    -1, 11
Cc1nc2n[nH]c(Cl)c2c(C)c1Cl
    ., -2
Cc1cccc(O)c1N=Cc1cc(Cl)cc(Br)c1O
    2, 7
CCOC(=O)N1CCC(NS(=O)(=O)c2ccc(C)cc2)CC1
    2, .
COC(=O)c1ccc(NC(=O)CSc2ccc(NC(=O)c3ccccc3F)nn2)cc1
    5, -4
CC(CNC(=O)c1csc2c1CCCCC2)c1ccccc1 (stereo not drawn)
    1, -11
CCC(=O)N1CCN(c2nc3c(s2)CC(C(=O)Nc2ccc(F)cc2)CC3)CC1 (stereo not drawn)
    -1, 12
O=S(=O)(c1ccc2c(c1)CCCC2)N1CCCn2nc(-c3ccncc3)cc2C1
    -3, 22
O=C(c1ccc(-c2ccc(N3CCCCC3)nc2)cc1)N1CCOCC1
    -5, -1

Going on with the list.
The line under a structure holds: Pf apPOL block, mHTT CaM bind
CC(=O)N1CCc2sc(S(=O)(=O)NCc3ccc(F)cc3)cc2C1
    0, -5
Cc1ccc(-c2noc(-c3c(O)c4ccccc4n(C)c3=O)n2)c(C)c1
    -7, -3
CCCc1cc(C2CCCN2C(=O)c2ccc3c(c2)OCO3)no1 (stereo not drawn)
    0, -4
CC1(C)Cc2c(c(N3CCOCC3)nc3sc4c(NCCc5ccccc5)ncnc4c23)CO1
    -4, 9
O=C(c1ccc2nc[nH]c2c1)N1CCN(CCn2cccn2)CC1
    -6, -15
COc1cccc(N2C(=O)NC(=O)/C(=C\c3cc(Br)c(O)c(OC)c3)C2=O)c1
    -8, 2
COc1ccc(-n2cc(C(=O)NCc3ccccn3)c3ccccc3c2=O)cc1
    0, -2
COC(=O)c1ccccc1NC(=O)Cn1cc2c(n1)CCCCC2
    -2, -6
Cc1cccc2nnc(N3CCCC(C(=O)NCc4ccccn4)C3)n12 (stereo not drawn)
    -3, 28
CC1CCn2c(nc3cc(C(=O)NC4CCCC4)ccc32)C1 (stereo not drawn)
    3, -6

More records follow:
The line under a structure holds: Pf apPOL block, mHTT CaM bind
C=C(C)CC(Nc1ccc(OC)cc1)c1ccco1 (stereo not drawn)
    1, 7
N#Cc1c(-c2ccccc2)cc(-c2ccccc2)nc1SCc1ccccc1
    ., -9
Cc1oc(C2CCN(C(=O)C(C)C)CC2)nc1C(=O)N1CCCC1
    -1, -2
c1ccc(-c2ccc3ccccc3n2)nc1
    ., -1
CC(C)=C1C2C=CC1C1C(=O)N(c3ccc(Cl)cc3[N+](=O)[O-])C(=O)C21 (stereo not drawn)
    3, 2
O=C(COc1cccc(C(F)(F)F)c1)N1CCN(c2ccc(-c3ccco3)nn2)CC1
    6, 1
O=C(NCc1ccccn1)Nc1ccc(Cl)cc1
    -11, -3
CCC(C(=O)O)N1C(=O)C(=Cc2cc(OC)ccc2OC)SC1=S (stereo not drawn)
    -16, 19
Cc1cc(C)cc(NC(=O)C2=C3CCCN3c3ccccc3S2(=O)=O)c1
    2, 2
O=C1OC(c2ccc(I)cc2)=N/C1=C\c1ccccc1Cl
    0, 4

3 entries already listed, sorted by length of the SMILES, ascending:
The line under a structure holds: Pf apPOL block, mHTT CaM bind
N#Cc1c(-c2ccccc2)cc(-c2ccccc2)nc1SCc1ccccc1
    ., -9
O=C(COc1cccc(C(F)(F)F)c1)N1CCN(c2ccc(-c3ccco3)nn2)CC1
    6, 1
CC(C)=C1C2C=CC1C1C(=O)N(c3ccc(Cl)cc3[N+](=O)[O-])C(=O)C21 (stereo not drawn)
    3, 2

Next part.
The line under a structure holds: Pf apPOL block, mHTT CaM bind
O=C(CN1CCC2(CC1)N=C(c1cccc(F)c1)C(=O)N2)Nc1cc(F)ccc1F
    10, 2
COc1cccc(CN2CCC(O)CC2)c1
    -8, -4
CCOc1ccc(/C=C2/N=C(c3ccccc3C)OC2=O)cc1OCC
    -4, 8
O=C1CN(S(=O)(=O)c2ccc3[nH]c4c(c3c2)CCCC4)c2ccccc2N1
    5, 74*
O=C(Nc1cc([N+](=O)[O-])ccc1C(=O)NCC1CCCO1)c1cccs1 (stereo not drawn)
    1, 0
Cc1ccc(N2C(=O)C3C(C)C(=O)C(C)C(c4ccccc4)C3C2=O)cc1 (stereo not drawn)
    -4, -2
CCC(C(=O)NCC1CCCO1)c1ccccc1 (stereo not drawn)
    -10, 0
O=C(NNC(=O)c1ccc(Oc2ccc(C3SCCS3)cc2)o1)c1ccc(Cl)cc1
    3, .
O=C(Nc1cnc(N2CCCCC2)nc1)c1cc(F)ccc1F
    -5, 1
CC1=C(C(N)=O)C(c2cccc(O)c2)n2ncnc2N1 (stereo not drawn)
    12, -2

The listing continues:
The line under a structure holds: Pf apPOL block, mHTT CaM bind
Cc1ccccc1C(=O)N1CCCC(COc2cccc(C(=O)NC3CC3)c2)C1 (stereo not drawn)
    -1, 4
Cc1ccc(-c2nccn3cc(C(=O)N4CCCCC4)nc23)cc1
    -1, 1
Cc1cc2c(c(=O)[nH]1)C(c1ccncc1)C(C#N)=C(N)O2 (stereo not drawn)
    -4, 3
COC(=O)Nc1ccc(S(=O)(=O)N2CCC(C)CC2)cc1
    -1, -6
CN1CN(Cc2ccccc2)CNC1=S
    ., -8
Cc1nc(C2CCCN(Cc3ccc(Br)o3)C2)n[nH]1 (stereo not drawn)
    -10, 50*
COc1cccc(NC(=O)c2cccc(Br)c2)c1
    -16, -17
Cc1cccc(N(C)S(=O)(=O)c2cc(Br)cc3c2N(C(=O)C2CC2)CC3)c1
    -5, -6
Cc1cc(C)c2c(c1)OC(=O)CC2c1ccccc1C (stereo not drawn)
    -4, -8
O=C(O)c1sccc1S(=O)(=O)N1CCN(c2ncc(C(F)(F)F)cc2Cl)CC1
    -2, .

The results go on.
The line under a structure holds: Pf apPOL block, mHTT CaM bind
CN(C)c1ccc(/C=C2/N=C(c3ccccc3[N+](=O)[O-])OC2=O)cc1
    4, 29
CC(C)OCCCNC(=O)CCS(=O)(=O)Cc1ccccc1Cl
    -14, -1
O=S(=O)(c1ccccc1F)N1CCC(Nc2cccnc2)C1 (stereo not drawn)
    -1, 0
O=C(O)c1cccc(NS(=O)(=O)c2ccc(Cl)c(C(=O)O)c2)c1
    -9, -11
CC(C)N(C)C(=O)C1CC(=O)N(Cc2cc(C(F)(F)F)cc(C(F)(F)F)c2)C1 (stereo not drawn)
    -4, 8
CCOc1ccccc1NC(=O)N1CCC(c2cnn(-c3cccc(C)c3)c2)CC1
    -2, -10
COC(=O)c1cc(S(=O)(=O)NCc2ccc(S(N)(=O)=O)cc2)oc1C
    -6, .
COC(=O)c1sccc1NC(=O)CSc1ccc(C)cc1
    1&-12, .
COCCC1CCN(C(=O)C2COc3ccccc3O2)CC1 (stereo not drawn)
    -6, -5
COc1cccc(C(O)CN2CCN(c3ccccc3C)CC2)c1 (stereo not drawn)
    7, 2

Next section
The line under a structure holds: Pf apPOL block, mHTT CaM bind
Cn1c2c(c(=O)n(C)c1=O)C(c1ccccc1[N+](=O)[O-])C(C#N)=C(N)O2 (stereo not drawn)
    -5, -4
O=C(c1cccc(Br)c1)N1N=C(C(F)(F)F)CC1(O)c1cccnc1 (stereo not drawn)
    3, 3
Cc1ccc(-c2nnc(N3CCC(C(=O)NCCCN4CCOCC4)CC3)o2)cc1
    -6, 25
O=C(Nc1ccccc1Cl)N1CCCCCC1c1cccs1 (stereo not drawn)
    -6, -29
COc1ccc2c(Cl)c(C(=O)NCc3ccccc3)sc2c1Cl
    -1, 1
CC1=C(c2ccc(C)cc2)S(=O)(=O)N=C1N1CCCC1
    -2, -9
COc1ccc2c(c1)N1CCN(c3ccc(C)cc3)CC1C(C(=O)NC1CC1)C2 (stereo not drawn)
    2, 65*
COc1ccccc1OCCNC(=O)c1ccc2c(c1)N(C)C1CCCCN1C2=O (stereo not drawn)
    0, 8
Cc1ccc(C)c(N2CCN(C(=O)C3Oc4ccccc4NC3=O)CC2)c1 (stereo not drawn)
    0, 18
CC(=O)Nc1ccc(-c2c(C)cc3oc(=O)cc(-c4ccccc4)c3c2C)cc1
    0, 3

(cont.)
The line under a structure holds: Pf apPOL block, mHTT CaM bind
COc1cc2c(cc1OC)C(COc1ccc(F)cc1)NCC2 (stereo not drawn)
    -3, 14
O=C(CCCSc1ccc(F)cc1)Nc1nccs1
    -1, -4
COc1cc(NC(=O)c2cc3nc(-c4ccco4)cc(C(F)(F)Cl)n3n2)cc([N+](=O)[O-])c1
    -3, 39
CCCSCCCNC(=O)C1CCCN(c2nc3ccccc3n(C)c2=O)C1 (stereo not drawn)
    -5, 28
COc1ccccc1N1CCN(C(=O)c2ccccc2I)CC1
    -6, 0
COc1ccc(C(=O)Nc2ccc(S(=O)(=O)Nc3nccc(C)n3)cc2)cc1[N+](=O)[O-]
    0, 0
COc1cccc(NC(=O)c2ccc([N+](=O)[O-])c(C)c2)c1
    -3, -1
Cn1c(/C(C#N)=C/c2cccc([N+](=O)[O-])c2)nc2ccccc21
    1, 11
COc1ccc(Cc2nc(-c3cccc(-c4ccn[nH]4)c3)no2)cc1
    -4, 32
CCc1ccccc1NC(=O)C1CCc2sc(C(=O)N3CCOCC3)cc2C1 (stereo not drawn)
    0, 5

Going on with the list.
The line under a structure holds: Pf apPOL block, mHTT CaM bind
O=C(CSc1nnnn1-c1ccccc1)Nc1nccs1
    -3, 0
CC1(C)CC2CC(C)(CN2C(=O)c2ccccc2NC(=O)CCN2C(=O)c3ccccc3C2=O)C1 (stereo not drawn)
    0, -2
CC1(C)C2CCC1(C)C(OCC(O)CN(CCO)Cc1ccccc1)C2 (stereo not drawn)
    2, 35
CC(C)NC(=O)N1CCCC(c2cccc(C(=O)N(C)Cc3ccccc3)c2)C1 (stereo not drawn)
    -6, 27

Assay outcomes from PubChem BioAssay.
